From PubChem
aSyn yeast rescue: qHTS of alpha-syn Inhibitors: NCGC Sytravon Library Screen; AID 1347070, 2019; S. cerevisiae alpha-synuclein toxicity rescue, BacTiter-Glo growth, 24 h; 94,000 tested, 0.02% active; Potency, µM (doses to about 46.1 µM), inactives show top-dose growth rescue (activation), usual class: activators; active = well fitted activation curve with a large enough effect; inconclusive = small, poorly fitted or top-dose-only effect; note: 0% is about no effect
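Growth restoration measured by BacTiter-Glo luminescence after 24 hr at 30 deg C; alpha-synuclein yeast, raffinose-pregrown to mid-log, were added at OD600=0.02 in galactose medium onto pinned compounds.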
Starred values were filed as active, the others as inactive; ? = inconclusive; & = joins results of further samples; [ ] = remark or other dose. Potency is the fitted concentration of half-maximal effect.

| Structure | aSyn yeast rescue |
| --- | --- |
| O=C(NC1CC(=O)N(c2ccccc2)C1)C1CCCCC1 (configuration not stated) | -5% |
| O=C1c2ccccc2C(Nc2cccnc2)N1Cc1ccccc1Cl (configuration not stated) | -1% |
| Cc1ccccc1NC(=O)Cc1nc(COC(=O)Cc2cccc(C(F)(F)F)c2)cs1 | 6% |
| Cc1ccc(Nc2nnc(-c3ccc(C)c(S(=O)(=O)N4CCN(C)CC4)c3)c3ccccc23)cc1 | -2% |
| CCn1c(=N)n(CC(=O)c2ccc(Cl)c(Cl)c2)c2ccccc21 | 5% |
| COc1ccc(Cn2c(SCc3ccc(C(=O)NC(C)c4ccccc4)cc3)nc3cccnc32)cc1 (configuration not stated) | 0% |
| CN1CCN(C(=O)CN(C)S(=O)(=O)c2ccc3ccccc3c2)CC1 | -10% |
| Cc1ccc(CNC(=O)Cn2c(=O)cc(C(F)(F)F)c3c(C)nn(C)c32)cc1 | 11% |
| CCOC(=O)c1ccc(NC(=O)c2oc(=O)c3ccccc3c2-c2ccccc2)cc1 | -1% |
| COC(=O)c1cccc(Nc2nc(-c3cccnc3)nc3ccccc23)c1 | 17% |
| COc1ccc(C2Nc3ccccc3C(=O)N2NS(C)(=O)=O)cc1 (configuration not stated) | 2% |
| CCOC1(OCC)OC(c2ccccc2)=C(C#N)C(C=Cc2ccccc2)C1(OCC)OCC (configuration not stated) | 0% |
| COc1ccc2ccccc2c1/C=N/Nc1cccc(C(=O)O)c1 | -47%[inhibitor] |
| CCCn1c(=O)sc2cc(NC(=O)COc3ccc(Cl)cc3)ccc21 | 4% |
| Cc1ccccc1C(=O)Nc1cc(-c2ccc(Cl)cc2)nn1-c1ccccc1 | -3% |
| COc1ccc(CCNC(=O)C(=O)NCC2OCCN2S(=O)(=O)c2ccccc2)cc1 (configuration not stated) | -2% |
| Cc1ccc(CCNC(c2ccc(F)cc2)c2nnc(-c3ccccc3Cl)o2)cc1 (configuration not stated) | 16% |
| O=C(Nc1ccc(Cl)cc1F)c1cc(S(=O)(=O)NC2CCCCCC2)ccc1F | -3% |
| Cc1ccc(Cn2ccn(Cc3ccccc3F)c(=O)c2=O)cc1 | -6% |
| Cc1ccc2c(c1)N(C(=O)CCC(=O)NCc1cccc(Cl)c1)CC(C)O2 (configuration not stated) | -4% |
| CCOc1ccc(-c2cc(-c3nc(-c4ccc(C)cc4)no3)[nH]n2)cc1 | -17% |
| O=C(CSc1nnc(-c2cccs2)o1)Oc1ccccc1Cl | -7% |
| Cc1c(C(=O)c2cccc([N+](=O)[O-])c2)c2ccccn2c1CCC#N | -1% |
| Cc1n[nH]c(=O)c2c(NC(=O)COC(=O)c3cccc(OC(F)F)c3)oc(C)c12 | 2% |
| O=C(CCCNC(=O)c1ccc(Cl)cc1)Nc1ccccc1F | 1% |
| COc1cc(OC)c(NC(=O)CCc2nc(C3=CCN(Cc4cccc(Cl)c4)CC3)no2)cc1Cl | -6% |
| COc1ccc(OC)c(NC(=O)CN(C)CCOc2ccc(Br)cc2)c1 | -6% |
| Cc1cc(C)c(NC(=O)CSc2nc3nccnc3c(=O)n2CCc2c[nH]c3ccccc23)c(C)c1 | 8% |
| Cc1ccc(NC(=O)CSc2nc(=O)n(CCCN(C)C)c3c2CCC3)c(C)c1 | 10% |
| O=C(Nc1ccc(Br)c2cccnc12)c1cccc2ccccc12 | 0% |

Brought forward from above: 2 entries, followed by the next part.
| Structure | aSyn yeast rescue |
| --- | --- |
| Cc1ccc(NC(=O)CSc2nc(=O)n(CCCN(C)C)c3c2CCC3)c(C)c1 | 10% |
| O=C(Nc1ccc(Br)c2cccnc12)c1cccc2ccccc12 | 0% |
| Cc1cccc(NC(=O)N2CCC3(CC2)Oc2ccccc2C(=O)N3Cc2ccccc2F)c1C | 1% |
| O=C(NCc1ccc2c(c1)CCN2C(=O)c1ccncc1)c1ccccc1F | -7% |
| COC(=O)c1ccccc1NC(=O)Cn1c(=O)n(Cc2ccc(C(=O)NCc3ccc4c(c3)OCO4)cc2)c(=O)c2ccccc21 | -15% |
| CC(=O)N1c2ccc(S(=O)(=O)N3CCCCCC3)cc2CC1C(=O)NCc1ccccc1 (configuration not stated) | -1% |
| Cc1cc(C)c2c3c(c(-c4ccccc4)n2n1)c(=O)n(C)c(=O)n3C | -6% |
| Cc1cc(NC(=O)Nc2cccc(Cl)c2)no1 | -8% |
| CCOC(=O)C1CCCN(C(=O)c2cc3c(=O)[nH]c4ccc(C)cc4c3s2)C1 (configuration not stated) | -2% |
| Cc1ccc(CCNS(=O)(=O)c2cc(-c3cc(C)no3)ccc2C)cc1 | ? |
| Cc1cc(C(C)(C)C)cc(C)c1CCNC(=O)c1c(C)noc1C | -4% |
| CCOc1ccc(Cl)cc1S(=O)(=O)NCc1ccccn1 | 9% |
| Oc1c(Cl)cc(Cl)cc1CNn1cnnc1 | 3% |
| CCCOc1ccc(C(=O)N(Cc2cccs2)c2ccc(C)cc2)cc1 | 4% |
| Cc1onc(-c2c(Cl)cccc2Cl)c1C(=O)N1CCOCC1 | -9% |
| CC(C)(Cc1nc2ccccc2[nH]1)c1nc2ccccc2[nH]1 | 10% |
| CCS(=O)(=O)N1CC(=O)N(c2cc(Cl)ccc2C)C(C)(C(=O)NC2CCCCCC2)C1 (configuration not stated) | -6% |
| COc1ccccc1CNC(=O)CC1N=C2c3ccccc3N=C(SCC(=O)Nc3ccc(F)cc3)N2C1=O (configuration not stated) | -10% |
| COc1ccc(S(=O)(=O)c2c(O)c3ccc(C(=O)Nc4ccccc4)cc3[nH]c2=O)cc1 | 2% |
| COc1ccc(Cl)cc1NC(=O)N(C)CCc1c(C)nn(C)c1C | 1% |
| CCOC(=O)Cn1ccc2cc(S(=O)(=O)N3CCCC3)ccc21 | 3% |
| COc1ccc(CC(=O)Nc2ccc(S(=O)(=O)Nc3ncccn3)cc2)cc1OC | -10% |
| O=C(CCCn1c(=O)c2ccccc2n(Cc2cccc(Cl)c2)c1=O)NCCc1ccc(Cl)cc1 | -4% |
| Cc1ccccc1NC(=O)CSc1nc(-c2ccc(F)cc2)c2cccc(C)c2n1 | -4% |
| CCOC(=O)C1CCN(C(=O)COC(=O)CNC(=O)c2ccc(OC)cc2)CC1 | -6% |
| CCn1c(C(=O)NCc2ccccc2OC)cc2sccc21 | 0% |
| CN(C)CCNC(=O)CCCn1c(=O)c2cccn2c2ccccc21 | -2% |
| CC1(c2ccc(Cl)cc2)CC(C)(C)N(C(=O)c2cccc(F)c2)c2ccccc21 (configuration not stated) | -5% |
| CCOc1ccccc1N(C)C(=O)Cn1cnc2sc(C)c(S(=O)(=O)N3CCC(C)CC3)c2c1=O | -3% |
| CC1CCCN(C(=S)Nc2ccc(S(=O)(=O)N3CCCCC3)cc2)C1 (configuration not stated) | 8% |
| O=C(OCc1cn([C@H]2CN(C(=O)C3CCCCC3)[C@@H](c3ccccc3)C[C@@H]2O)nn1)c1ccccc1 | 3% |
| O=C(CSc1n[nH]c(-c2ccncc2)n1)Nc1ccc(F)cc1 | 7% |

A draw from above in order of length of the SMILES, smallest number first:
| Structure | aSyn yeast rescue |
| --- | --- |
| CCCOc1ccc(C(=O)N(Cc2cccs2)c2ccc(C)cc2)cc1 | 4% |
| CC1(c2ccc(Cl)cc2)CC(C)(C)N(C(=O)c2cccc(F)c2)c2ccccc21 (configuration not stated) | -5% |
| O=C(CCCn1c(=O)c2ccccc2n(Cc2cccc(Cl)c2)c1=O)NCCc1ccc(Cl)cc1 | -4% |

Three of the compounds above, field by field:
> O=C(CSc1nnc(-c2cccs2)o1)Oc1ccccc1Cl
  aSyn yeast rescue = -7%
> Cc1c(C(=O)c2cccc([N+](=O)[O-])c2)c2ccccn2c1CCC#N
  aSyn yeast rescue = -1%
> Cc1n[nH]c(=O)c2c(NC(=O)COC(=O)c3cccc(OC(F)F)c3)oc(C)c12
  aSyn yeast rescue = 2%

(more compounds)
| Structure | aSyn yeast rescue |
| --- | --- |
| CNC(=O)c1sc(Nc2ccc(OCc3ccccc3)cc2)nc1C | 1% |
| Cn1cc(CCC(=O)NCc2cccc(Cl)c2)c2ccccc21 | 12% |
| CCc1ccccc1NC(=O)C1=CN2CCS(=O)(=O)N=C2C=C1 | 2% |
| CCN(C(=O)CSc1nc2ccccc2nc1Cc1ccccc1OC)c1ccccc1 | -13% |
| Cc1cccc(NC(=O)CCCn2c(C)c3cnn(-c4ccccc4)c(=O)c3c2C)c1C | -5% |
| COc1cc(OC)c(C2C(C(=O)Nc3ccccc3)=C(C)Nc3ncnn32)cc1OC (configuration not stated) | -9% |
| CC1CCc2c(sc3nnn(CC(=O)Nc4ccccc4Cl)c(=O)c23)C1 (configuration not stated) | 7% |
| CC1=C(C(=O)OCc2ccc(C)cc2)C(c2ccccc2Cl)CC(=O)N1 (configuration not stated) | 3% |
| N#Cc1c(C(F)(F)F)cc(-c2cccs2)nc1SCC(=O)Nc1ccc(Cl)cc1 | 8% |
| Cc1ccc2[nH]c(=O)c3cc(C(=O)N(CCCOC(C)C)Cc4ccco4)sc3c2c1 | 2%&1% |
| Cn1c(=O)oc2cc(S(=O)(=O)N3CCCC(C(=O)N4CCN(c5ccc(F)cc5)CC4)C3)ccc21 (configuration not stated) | 0% |
| Cc1ccc2oc(C(=O)Nc3ccc(S(=O)(=O)N(C)Cc4ccccc4)cc3)cc(=O)c2c1 | -1% |
| O=C(NCc1ccc(F)cc1)C1CCN(S(=O)(=O)c2ccc(N3CCCC3=O)cc2)CC1 | 1% |
| CCOc1cc(/C=N/Nc2ncc(C)c(=O)[nH]2)ccc1O | -8% |
| COc1ccc(NC(=O)Cn2c(=O)oc3cc(S(=O)(=O)N4CCCC4)ccc32)cc1OC | -9% |
| CCOc1cc(CNS(=O)(=O)c2ccc3c(c2)CC(=O)N3C)cc(OCC)c1OCC | -2% |
| Cc1cccc(-c2nc3scc(CCNC(=O)c4ccccc4Cl)n3n2)c1 | -4% |
| COC(=O)c1ccc(NC(=O)c2cc(=O)c3ccc(C)cc3o2)cc1 | -6% |
| COc1ccccc1-n1c(CNC(=O)c2ccccc2)nnc1SCC(=O)Nc1nnc(C)s1 | 12% |
| CCCCCCn1c(Br)nc2c1c(=O)n(C)c(=O)n2C | -14% |
| O=C1CCCN1CCCNC(=S)Nc1ccccc1Cl | -4% |
| O=C(O)c1ccc(N2C(=O)c3cccnc3C2=O)cc1 | 0% |
| CC(C)N=c1scc(-c2ccco2)n1/N=C/c1ccc(O)c(O)c1 | 2% |
| CC1(C)CC(=O)C2=C(C1)OC1=C(C(=O)CC(C)(C)C1)C2c1cccc([N+](=O)[O-])c1 | -11% |
| CC(C)Oc1ccc(CNC(=O)C2COc3ccccc3C2)cc1 (configuration not stated) | 17% |
| O=C(c1cnc2c(c1)COc1ccccc1-2)c1ccccc1O | 17% |
| O=C(NCC(=O)N1CCC(Cc2ccccc2)CC1)c1ccccc1F | 12% |
| CCc1ccccc1N(C)C(=O)Nc1cn(CC(C)C)c(=O)c2ccccc12 | -11% |
| O=Cc1cccn1-c1ccc(O)cc1 | 7% |
| O=C(c1ccc([N+](=O)[O-])cc1Cl)N1CCN(Cc2ccccc2)CC1 | -1% |
| Cc1cc2cc(C#N)c(SCC(=O)Nc3nonc3C)nc2cc1C | -2% |
| COc1ccc(S(=O)(=O)N(C)C)cc1NC(=O)CN1C(=O)NC2(CCCC2)C1=O | 12% |
| CCCCN(CC)CCCNC(=O)c1cn(C)c(=O)c2c1c1ccccc1n2C | -6% |
| COc1ccc(-c2cn3nc(N4CCC(C(=O)NCc5ccccc5F)CC4)sc3n2)cc1 | -7% |
| N=C1SCC(=O)N1c1ncc(Cc2ccc(F)cc2)s1 | 11% |
| Cc1cccc(CNC(=O)c2ccc(C)c(-n3c(C)nc4cccnc43)c2)c1 | 3% |
| COc1ccc(C=CC(=O)c2ccc3cc(OC)c(OC)cc3c2)cc1OC | 3% |
| O=C(Nc1ccc2oc(-c3cccc4c(Br)cccc34)nc2c1)c1ccc(F)cc1 | 2% |
| CCCCc1c(O)c2ccccc2n(CCCC)c1=O | -8% |
| Cc1ccc(CNC(=O)C(NS(=O)(=O)c2cccs2)C(C)C)cc1 (configuration not stated) | 0% |
| COc1ccc(OC)c(NC(=O)CCNS(=O)(=O)c2cccc3nsnc23)c1 | 2% |
| Cc1ccc(N2C(=O)CS(=O)(=O)C23C(=O)N(Cc2ccccc2C)c2ccccc23)cc1Cl (configuration not stated) | -12% |
| COc1cccc(N2C(=O)C(CC(=O)Nc3ccccc3)N(CCc3sccc3C)C2=O)c1 (configuration not stated) | 15% |
| CCn1cc(C(=O)N2CCN(c3cccc(C)c3)C(C)C2)c(=O)c2cc(S(=O)(=O)N3CCOCC3)ccc21 (configuration not stated) | -4% |
| O=C(NCc1ccncc1)c1ccc(Cl)c(S(=O)(=O)N2CCCCC2)c1 | 3% |
| CCC(CC)c1nn2c(=O)cc(COc3ccc(NC(=O)c4ccccc4Cl)cc3)nc2s1 | 0% |
| O=C(OCc1cc(=O)n2nc(C3CC3)sc2n1)c1cccc(NC(=O)c2ccccc2Cl)c1 | 4% |
| COc1ccc(OC)c(NS(=O)(=O)c2ccc3c(c2)CCCN3C(=O)C2CCC2)c1 | 7% |
| O=C(Nc1ccc(F)cc1)c1ccc(-n2cnc3cccnc32)cc1 | -10% |
| COCc1cc(/C=N\NC(=O)COc2ccc(Cl)cc2)ccc1OC | 5% |
| COc1ccc(C(CNC(=O)c2cccc(S(=O)(=O)Nc3ccccc3Cl)c2)N2CCOCC2)cc1 (configuration not stated) | 9% |
| O=C(O)c1cccc(CSc2nc(-c3ccccc3)cc(C(F)(F)F)n2)c1 | 3% |
| O=C(/C=C/c1ccccc1)N1CCN(Cc2cc(=O)n3nc(-c4ccccc4F)sc3n2)CC1 | 3% |
| CC(C)c1cccc(C(C)C)c1NC1=NS(=O)(=O)c2ccccc21 | 0% |
| CCOC(=O)C1CCN(C(=O)Cn2cnc3sc(C)c(S(=O)(=O)N4CCC(C)CC4)c3c2=O)CC1 | -3% |
| COc1ccc(Cn2c(SCc3ccc(C(=O)NC4CCCC4)cc3)nc3cccnc32)cc1 | -1% |
| COC1=C/C(=C/c2c(O)c(C#N)c3ccccn23)C=CC1=O | -37%[inhibitor] |

Only part of the results is shown; count on the stated rates, not on these rows.
